miR122 inh: inhibitors of miR-122 in Huh7 cells; Huh7 miR-122 Renilla luciferase sensor, 48 h; neutral wells = 0, positive control = 100; 340,000 tested, 0.3% active; AID 602342; activation (reporter increase), % at 12.5 µM;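 active = mean replicate activation score at least 90 and every replicate individually at or above 90; inconclusive = only one of the two criteria met; inactive = neither criterion met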;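 note: higher luciferase means less miR-122 activity so hits act as miR-122 inhibitors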
ERAP1 HTS inh: blocks human ERAP1 aminopeptidase activity; Q9NZ08; recombinant ERAP1, Leu-AMC fluorescence, 60 min; inhibition, % at 10.7 µM; 340,000 tested, 0.15% active; AID 652197;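 active = mean replicate inhibition of at least 30%, or all replicates individually reaching that 30% level; inactive = mean below 30% and not every replicate reaching it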;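 note: 0% = neutral control wells and 100% = L-leucinethiol positive control wells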
SIRT5 inh: inhibitors of human sirtuin-5 desuccinylase; Q9NXA8; Purified SirT5, succinyl-peptide AMC, trypsin-coupled fluorescence; inhibition, % at 15 µM; 330,000 tested, 1.1% active; in the data active = inhibition above about 15%; inconclusive = no clear call, values can overlap the other calls
Target sequence (Q9NXA8 whole entry, looked up): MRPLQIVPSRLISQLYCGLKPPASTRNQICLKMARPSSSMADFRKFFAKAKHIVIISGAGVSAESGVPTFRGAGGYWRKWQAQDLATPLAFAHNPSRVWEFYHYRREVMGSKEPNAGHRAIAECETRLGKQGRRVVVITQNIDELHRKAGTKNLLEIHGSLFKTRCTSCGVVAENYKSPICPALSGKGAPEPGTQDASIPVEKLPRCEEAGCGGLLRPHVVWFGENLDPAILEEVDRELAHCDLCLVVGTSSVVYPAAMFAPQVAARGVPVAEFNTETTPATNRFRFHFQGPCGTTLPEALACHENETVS
ERp5 block: ERp5 (human) disulfide isomerase inhibition | ERp5 insulin aggregation, absorbance 650 nm, 90 min | inhibition, % at 9.99 µM | 350,000 tested, 0.05% active;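 active = mean replicate inhibition above about 25%, with every replicate also reaching it, limit read from the data, passing the limit was not always enough; inconclusive = only one of those two criteria met; inactive = neither criterion met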
Target sequence (Q15084 whole entry, looked up): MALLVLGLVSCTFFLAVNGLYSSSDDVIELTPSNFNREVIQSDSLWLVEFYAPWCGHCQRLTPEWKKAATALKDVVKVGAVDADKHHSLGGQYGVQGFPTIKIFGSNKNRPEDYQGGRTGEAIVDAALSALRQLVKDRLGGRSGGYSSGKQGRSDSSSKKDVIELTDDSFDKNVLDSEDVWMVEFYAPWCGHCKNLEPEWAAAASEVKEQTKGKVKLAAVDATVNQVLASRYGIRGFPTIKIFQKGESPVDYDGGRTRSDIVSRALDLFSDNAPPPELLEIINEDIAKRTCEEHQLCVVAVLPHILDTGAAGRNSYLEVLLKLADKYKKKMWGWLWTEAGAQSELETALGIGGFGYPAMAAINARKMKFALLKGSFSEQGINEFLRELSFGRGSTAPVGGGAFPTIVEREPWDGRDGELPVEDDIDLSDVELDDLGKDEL
Casp6 inh: inhibitors of human caspase-6. inhibition, % at 12.5 µM. 350,000 tested, 0.53% active. P55212. purified caspase-6, Z-VEID-R110 cleavage fluorescence;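 active = mean inhibition across replicates at least about 35%, with every replicate also reaching that limit, limit read from the data; inconclusive = only one of the two criteria met; inactive = neither criterion met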;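 note: 0% = median of neutral control wells and 100% = no fluorescence left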
Target sequence (P55212 24-179 limits assumed): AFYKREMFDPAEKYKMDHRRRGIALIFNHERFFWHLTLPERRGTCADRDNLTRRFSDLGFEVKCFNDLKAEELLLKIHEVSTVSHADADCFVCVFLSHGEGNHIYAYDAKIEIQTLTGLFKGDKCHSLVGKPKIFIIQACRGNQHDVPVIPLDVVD
Target sequence (P55212 194-293 limits assumed): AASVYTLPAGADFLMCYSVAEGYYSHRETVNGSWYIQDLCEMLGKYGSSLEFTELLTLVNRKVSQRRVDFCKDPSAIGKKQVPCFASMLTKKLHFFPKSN
DENV2 CPE: protects cells from dengue virus 2 cytopathic effect; DENV2-infected cells, cytopathic effect rescue, plate reader; CPE inhibition, % at 9.99 µM; 350,000 tested, 1.7% active; AID 651640; in the data active = CPE inhibition above about 20%, passing the limit was not always enough; inconclusive = no clear call, values can overlap the other calls; tested in BHK-21 cells;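 note: 0% = median of neutral control wells and 100% = median of positive control wells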
F508del corr: CFTR F508del correction in bronchial cells; CFBE cells, YFP halide quenching; stimulated with forskolin plus potentiator P3; % fluorescence drop versus neutral controls; activity (quench increase), % at 7.58 µM; 350,000 tested, 0.36% active; AID 720511;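 active = mean added fluorescence quench of at least 8% versus neutral control, with both replicates also reaching 8%; inconclusive = only one of the mean or replicate conditions met; inactive = mean below 8% and not both replicates reaching 8%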;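 note: cells transiently co-express mutant CFTR-F508del with the halide-sensitive YFP; corrector assay measuring rescue of mutant channel to the surface after 24 h compound exposure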
* = called active by the depositor; ? = inconclusive; . = no result given; & = joins results of further samples; [ ] = dose if it differs, or a comment.

molecule,miR122 inh,ERAP1 HTS inh,SIRT5 inh,ERp5 block,Casp6 inh,DENV2 CPE,F508del corr
COC(=O)COc1ccc2c(=O)c(Oc3ccccc3Br)coc2c1,4,2,-2,1,0,-1,2.2
O=C1C(=O)N(c2ccccn2)C(c2ccc(Br)cc2)/C1=C(/O)c1ccc(Br)cc1 (configuration not stated),.,2,2,5,3,9,0.6
C[C@@H]1CN([C@@H](C)CO)C(=O)c2cccc(NS(C)(=O)=O)c2O[C@H]1CN(C)C(=O)Nc1ccc(F)cc1,1[16.7 µM],3&11,-3&-4,3&-4,2&-2,?,1.1&0.3
COc1cccc(/C=N/NC(=O)c2ccc3nc[nH]c3c2)c1O,5,-1,9,-1,2,-5,0.4
COc1ccc(CCN2CC(C(=O)N(C)Cc3cccnc3)CC2=O)cc1OC (configuration not stated),-1,2,-2,-3,-2,10,2.0
O=C(Nc1ccccc1)Nc1c(F)cccc1F,.,0,-2,3,3,1,2.8
O=C(CC1C(=O)OCC2CCCCN21)Nc1ccccc1C(F)(F)F (configuration not stated),.,2,-7,-2,0,-7,-4.7
CCCC(C)NC(=O)C1CCN(S(=O)(=O)c2ccccc2)CC1 (configuration not stated),-1,0,1,-1,0,2,-0.6
CCC(=O)Nc1ccc2c(c1)C(=O)N(C)C[C@@H](OC)[C@H](C)CN(C(=O)c1ccncc1)[C@H](C)CO2,-4[16.7 µM],3,-12,-3,2,-8,-1.3
C[C@@H]1CN([C@H](C)CO)C(=O)c2cc(NC(=O)Nc3ccc4c(c3)OCO4)ccc2O[C@@H]1CN(C)Cc1ccc(Oc2ccccc2)cc1,4[16.7 µM],1,-1,3,-2,6,0.6
Cc1ccccc1C(=O)N1CCC(C(=O)N2CCN(c3ncccn3)CC2)CC1,-13,0,-1,-19,2,7,1.3
CCN(CC)C(=O)C1=C(C)N(Cc2ccccc2)C(=O)C(CC(=O)NCC2CCCCC2)C1 (configuration not stated),-1,0,.,-1,0,?,0.8
O=C(CN1C(=O)NC(Cc2c[nH]c3ccccc23)C1=O)NCCc1ccc(F)cc1 (configuration not stated),-4,0,-3,2,2,-3,-0.6
C=CCN(c1ccccc1)S(=O)(=O)c1ccc2[nH]cc(C(=O)NCCOC)c(=O)c2c1,4,-1,-3,1,-1,-4,-0.3
C[C@H]1CN([C@@H](C)CO)C(=O)CCCn2nncc2CO[C@@H]1CN(C)C(=O)Nc1ccnc(N2CCOCC2)c1,-7,1&0,6&-2,-2&-3,-3&0,6&5,5.9&-1.0
CN(C(=O)CSc1nc2c(cnn2-c2ccccc2)c(=O)[nH]1)C1CCS(=O)(=O)C1 (configuration not stated),.,19,-2,4,0,-3,0.6
CN(C)c1ccc(/C=N/NC(=O)CCc2c[nH]c3ccccc23)cc1,.,2,-3,2,-5,2,1.0
Nc1ccn([C@@H]2O[C@H](CNCc3ccc(N4CCNCC4)cc3)[C@@H](O)[C@H]2O)c(=O)n1,-2,1,0,-1,-63,10,1.7
C[C@@H]1CN([C@H](C)CO)C(=O)c2cccc(NC(=O)Nc3ccc(F)cc3)c2O[C@H]1CN(C)C(=O)Nc1cccc2ccccc12,-2[16.7 µM],-1,3,1,0,5,0.5
Cc1ccc(S(=O)(=O)N(Cc2ccccc2)C(C)C)cc1,8,.,4,1,-1,-1,-1.3
CO[C@H]1CC[C@@H]2CCOc3ccc(C#N)cc3C(=O)N(C)C[C@H](OC)[C@H](C)C(=O)N(C)C[C@@H]1O2,.,-4,-1,-4,-3,-2,.
C[C@@H]1CN([C@H](C)CO)C(=O)c2cc(NC(=O)Nc3ccc(F)cc3)ccc2O[C@H]1CN(C)CC1CCCCC1,-7[16.7 µM],-3,3,-2,-1,15,-0.5
C[C@@H]1CN([C@H](C)CO)C(=O)CCCn2nncc2CO[C@H]1CN(C)C(=O)Nc1ccc(C(C)(C)C)cc1,1[16.7 µM],0,-1,-2,3,-1,0.3
CC(=O)Nc1sc(C)c(C)c1CN1CCN(Cc2ccccc2)CC1,-7,5,-5,2,0,-4,2.1
CC(=O)c1ccc(Nc2nc(C(N)c3ccccc3Cl)cs2)cc1 (configuration not stated),2,1,-1,1,7,5,0.4
CC(=O)N1N=C(c2cccc(NS(C)(=O)=O)c2)CC1c1ccc2c(c1)OCO2 (configuration not stated),-6,0,-4,2,0,3,2.2
O=[N+]([O-])c1ccc(N2CCOCC2)cn1,2,3,-5,1,-1,-3,3.2
CCC(=O)N1[C@@H]2c3ccc(-c4ccccc4)c(=O)n3C[C@H]1[C@H](CO)[C@H]2C(=O)N(C)C,-1[16.7 µM],1,-29,0,-4,17,0.4
CCS(=O)(=O)Nc1ccc2c(c1)C(=O)N(C)[C@@H]1CC[C@H](CC(=O)N3CCOCC3)O[C@H]1CO2,7[16.7 µM],2,6,-1,0,-1,-3.5
O=C(CCN1CCCCC1)N[C@H]1CC[C@@H](CCNS(=O)(=O)c2ccc(Cl)cc2)O[C@H]1CO,.,4,-2,3,-3,19,2.1
COC(=O)c1csc2c(C(F)(F)F)cc(N3CCN(C(=O)Nc4ccccc4)CC3)nc12,6,0,-4,1,-4,-1,0.4
C[C@H](CO)N1C[C@H](C)[C@@H](CN(C)Cc2ccccc2)Oc2ccc(NC(=O)C3CCCCC3)cc2CC1=O,0[16.7 µM],1,0,8,1,38*,0.4
CCCNC(=O)C[C@@H]1C[C@H]2c3cc(NS(C)(=O)=O)ccc3O[C@H]2[C@H](CO)O1,3[16.7 µM],1,-3,.,1,4,-0.7
CC1CCCCN1C(=O)C12CCC(C)(C(=O)C1)C2(C)C (configuration not stated),-1,-4,1,2,-2,-1,-0.9
O=C(NCc1nnnn1-c1ccc(Cl)cc1)c1ccc2c(c1)OCO2,3,-3,.,-1,1,?,-1.7
C[C@H]1CN([C@@H](C)CO)C(=O)Cc2cc(NC(=O)CCN3CCOCC3)ccc2O[C@@H]1CN(C)Cc1ccc(C(F)(F)F)cc1,9[16.7 µM],-6,0,5,-1,-1,1.1
CC(OC(=O)CNC(=O)c1ccco1)C(=O)N(C)c1ccccc1 (configuration not stated),.,0,1,3,1,-1,-1.2
CCOc1cccc(-c2ccc3nncn3c2)c1,1,4,3,4,0,-5,1.3
CCN(c1ccccc1)S(=O)(=O)c1ccc(OC)c(NC(=O)Cc2ccc(F)cc2)c1,23,0,61*,.,-2,7,-0.1
N/C(=N\OC(=O)c1ccc(Br)cc1)c1cccc([N+](=O)[O-])c1,-1,-2,1,-2,3,12,0.7
Cc1c(C(=O)Nc2ccc(Nc3ccccc3)cc2)cccc1[N+](=O)[O-],-1,0,-1,5,0,0,-0.5
C[C@H](NC(=O)C[C@@H]1C=C[C@H](NS(=O)(=O)c2cccc(F)c2)[C@H](CO)O1)c1ccccc1,.,4,1,5,2,3,-0.8
O=C(C1CCOCC1)N1C[C@H]2[C@@H](c3ccccc31)[C@@H](CO)N2C(=O)Cc1ccccc1,7[16.7 µM],2,-1,-1,0,13,-1.3
NC(=O)CC(NC(=O)c1ccc(Br)cc1)c1ccc(N2CCCCCCC2)c([N+](=O)[O-])c1 (configuration not stated),-2,.,.,6,2,1,2.5
O=C(CC1SC(=O)N(Cc2ccccc2Cl)C1=O)Nc1nccs1 (configuration not stated),-6,0,-3,-4,-1,3,1.9
COc1ccc(OC)c(N=Cc2c(O)c3ccccc3oc2=O)c1,17,-1,-2,-2,1,5,-1.3
CCCc1nc(SCC(=O)c2ccc(OC)cc2)c2ccccc2n1,4,1,0,5,1,0,5.0
Cc1cc(NC(=O)Cc2ccccc2)ccc1NC(=O)c1cccs1,.,0,-3,-3,-3,11,-1.3
CCOCCCNC(=O)CCCC1=NS(=O)(=O)c2ccccc2N1,-5,3,0,-2,-12,5,0.6
COc1ccc(S(=O)(=O)N(C)C[C@H]2Oc3ccc(NC(=O)Nc4ccc(F)cc4)cc3C(=O)N([C@@H](C)CO)C[C@H]2C)cc1,82[16.7 µM],3,14,6,-1,-6,-1.5

Overlap with the part before: 3 compounds; new compounds follow.
molecule,miR122 inh,ERAP1 HTS inh,SIRT5 inh,ERp5 block,Casp6 inh,DENV2 CPE,F508del corr
Cc1cc(NC(=O)Cc2ccccc2)ccc1NC(=O)c1cccs1,.,0,-3,-3,-3,11,-1.3
CCOCCCNC(=O)CCCC1=NS(=O)(=O)c2ccccc2N1,-5,3,0,-2,-12,5,0.6
COc1ccc(S(=O)(=O)N(C)C[C@H]2Oc3ccc(NC(=O)Nc4ccc(F)cc4)cc3C(=O)N([C@@H](C)CO)C[C@H]2C)cc1,82[16.7 µM],3,14,6,-1,-6,-1.5
O=C(CN1CCSC1=O)N1CCN(S(=O)(=O)c2ccc(Cl)cc2)CC1,-7,0,-6,0,2,-6,-1.6
N#C[C@H]1[C@@H](c2ccccc2-c2ccccc2)[C@H](CO)N1C(=O)NC1CCCCC1,.,-1,8,1,0,7,0.9
Fc1ccccc1-c1nc(NC2CCCC2)c2ccccc2n1,-10,-7,-4,1,0,-10,-2.9
CCS(=O)(=O)Nc1ccc2c(c1)C(=O)N(C)[C@@H]1CC[C@@H](CC(=O)NC)O[C@@H]1CO2,-25[16.7 µM],-2,-4,0,1,-1,-1.1
O=C(c1ccco1)N1CCN(C(=O)c2cn(-c3ccccc3)nc2-c2ccccc2)CC1,-4,0,0,3,4,-3,-1.3
Cc1ccccc1-n1ncc2c1CC(C)(C)CC2NC(=O)CCC1=NNC(=O)CC1 (configuration not stated),3,1,-3,1,3,0,0.2
CCCCCC(=O)Nc1ccc(S(=O)(=O)NC2=NCCCCC2)cc1,-15,3,4,-3,-1,?,-1.4
Cc1cc(NC(=O)CSc2nc3ccccc3[nH]2)n(-c2ccccc2)n1,-4,.,7,2,7,13,0.6
CCC(=O)N1[C@@H](CO)[C@@H](c2ccc(-c3ccccc3OC)cc2)C12CN(C(C)=O)C2,.,-2,-2,8,-1,5,-1.5
C[C@@H]1CN([C@H](C)CO)C(=O)c2cc(-c3ccccc3)cnc2O[C@H]1CN(C)Cc1ccc(C(=O)O)cc1,2[16.7 µM],2,10,0,3,8,3.2
CC(C)NC(=O)N(C)C[C@H]1Oc2ccc(NC(=O)C3CCCCC3)cc2CC(=O)N([C@@H](C)CO)C[C@H]1C,-6[16.7 µM],-3,-2,2,1,10,-0.9
N#Cc1ccc(Oc2ccc(S(=O)(=O)N3CCCC3)cn2)cc1,-2,-3,2,0,1,-9,-1.8
O=C(c1cc(COc2c(F)cccc2F)on1)N1CCSCC1,-8,-1,-3,5,-1,1,0.4
Cc1ccc(S(=O)(=O)Nc2ccc3c(c2)CC(=O)N([C@@H](C)CO)C[C@H](C)[C@@H](CN(C)S(=O)(=O)c2c(C)noc2C)O3)cc1,-3[16.7 µM],-1,9,-5,-1,-5,0.2
CC(C)N(Cc1ccccc1)C(=S)Nc1ccccc1F,1,-2,-2,3,0,0,-2.7
COc1cc(/C=N/S(=O)(=O)c2ccccc2)cc(OC)c1O,0,2,2,6,1,6,0.0
O=C(COC(=O)CSc1ccc2ccccc2c1)NC1CCCC1,-7,13,-6,0,1,.,.
Cn1cnnc1SCC(=O)NNC(=O)COc1ccc(Br)cc1,-5,-2,-2,5,1,-4,0.3
Cc1sc(NC(=O)c2cccc(N3C(=O)CCC3=O)c2)nc1-c1ccccc1,-7,1,-2,9,1,0,0.4
Nc1ncnc2c1ncn2[C@@H]1O[C@H](C(=O)NCCc2ccc(F)cc2)[C@@H](O)[C@H]1O,-5,1,-2,-8,2,-12,-2.3
COc1ccc(S(=O)(=O)N(C)C[C@@H]2Oc3cc(C#CC4CCCCC4)ccc3S(=O)(=O)N([C@@H](C)CO)C[C@H]2C)cc1,-1[16.7 µM],2,6,8,-4,-18,3.8

High-throughput results from PubChem.
